Bioassay records as filed in PubChem.
FBW7 activator: FBW7 E3 ligase activators, primary screen, biochemical, AlphaScreen, human | F-box/WD repeat-containing protein 7 (Homo sapiens), Q969H0 | AlphaScreen FBW7–phospho-cyclin E peptide binding, activator screen | normalized activity (activation), % at 26.1 µM | 0.13% of 650,000 active | AID 1259310, 2017; in the data active means normalized activity above about 1.9%;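 further: purified mutant Fbw7 with reduced substrate affinity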
MITF primary: MITF inhibitors, primary screen, biochemical, AlphaScreen, human; inhibition, % at 2.6 µM; AID 1259374, 2018; 0.91% of 650,000 active; Microphthalmia-associated transcription factor (Homo sapiens), O75030; AlphaScreen MITF homodimerization, bead proximity signal; in the data active means inhibition above about 50%;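 further: 0% = vehicle wells with protein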
Target sequence (O75030 whole entry, looked up): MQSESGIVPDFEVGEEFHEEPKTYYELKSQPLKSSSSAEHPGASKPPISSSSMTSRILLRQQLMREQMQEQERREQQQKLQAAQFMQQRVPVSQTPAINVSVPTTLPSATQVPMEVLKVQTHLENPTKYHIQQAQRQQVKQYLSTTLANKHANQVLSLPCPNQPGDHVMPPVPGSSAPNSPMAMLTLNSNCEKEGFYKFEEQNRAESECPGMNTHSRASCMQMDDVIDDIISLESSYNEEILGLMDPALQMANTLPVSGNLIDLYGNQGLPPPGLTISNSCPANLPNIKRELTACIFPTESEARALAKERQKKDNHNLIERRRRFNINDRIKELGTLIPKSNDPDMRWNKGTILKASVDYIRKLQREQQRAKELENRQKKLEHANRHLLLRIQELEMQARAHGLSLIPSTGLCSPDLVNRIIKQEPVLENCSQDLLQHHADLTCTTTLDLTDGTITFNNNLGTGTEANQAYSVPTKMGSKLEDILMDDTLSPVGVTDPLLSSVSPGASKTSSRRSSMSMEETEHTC
TEAD-YAP inh: TEAD-YAP interaction inhibition, primary screen, TEAD-YAP interaction inhibitor project, luminescence, HEK-TIYL cells | AID 1259422, 2018 | inhibition, % at 9.12 µM | 1.4% of 640,000 active | TEAD-Gal4/YAP UAS-luciferase luminescence; in the data active means inhibition above about 32%;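 further: 0% = median of test compound wells and 100% = reference inhibitor wells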
GPR151 activ: activators of human GPR151, primary screen, cell-based, PathHunter beta-arrestin, luminescence. 1% of 650,000 active. activation, % at 11.2 µM. PathHunter beta-arrestin GPR151 cells. AID 1508602, 2020; in the data active means activation above about 4.9%;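 further: 0% = median of compound wells and 100% = cells with positive control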
Target sequence (Q8TDV0 whole entry, looked up): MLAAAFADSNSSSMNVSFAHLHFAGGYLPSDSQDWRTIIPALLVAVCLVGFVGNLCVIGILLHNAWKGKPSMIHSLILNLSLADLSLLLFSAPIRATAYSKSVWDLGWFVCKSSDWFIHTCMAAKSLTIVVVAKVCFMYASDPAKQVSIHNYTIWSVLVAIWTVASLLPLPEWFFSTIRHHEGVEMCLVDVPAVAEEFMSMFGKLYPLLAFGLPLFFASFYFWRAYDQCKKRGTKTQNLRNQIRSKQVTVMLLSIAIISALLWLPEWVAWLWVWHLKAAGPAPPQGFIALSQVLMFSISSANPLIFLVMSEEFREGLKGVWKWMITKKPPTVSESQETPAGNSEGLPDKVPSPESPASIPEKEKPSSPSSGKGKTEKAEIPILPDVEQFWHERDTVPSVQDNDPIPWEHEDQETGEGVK
An asterisk follows results filed as active.

Order of results: FBW7 activator	MITF primary	TEAD-YAP inh	GPR151 activ
O=C(CC1C(=O)NCCN1Cc1cccc(C(F)(F)F)c1)NCCc1ccccc1 (centres undefined)
→ 0.0	12	1	-1.0
COC(CNC(=O)CNC(=S)N(Cc1ccccc1)Cc1cccs1)OC
→ 0.0	-3	-6	0.0
Cc1ccccc1C1C=C(c2ccc(Br)cc2)Nc2nnnn21 (centres undefined)
→ -0.2	-7	9	0.2
Cc1c(Cl)cccc1NC(=O)N[C@H]1C[C@H]2C(=O)N[C@H](Cc3ccccc3)C(=O)N2C1
→ -0.1	-8	-7	-1.1
CCCNc1nccn2c(-c3cccc(C(C)=O)c3)cnc12
→ -0.9	15	-55	-0.6
c1ccc2c(Nc3nc(NCCN4CCOCC4)c4ncn(C5CCCCC5)c4n3)nccc2c1
→ -0.2	0	-2	1.1
Cc1nn(C)cc1CN(C)C(Cc1ccccc1F)C1CCN(C(=O)c2ccccn2)CC1 (centres undefined)
→ 0.0	-12	1	-0.4
O=C(c1ccco1)N1CCN(C(=O)c2cc3cc(Cl)cc(Cl)c3oc2=O)CC1
→ 0.2	8	-3	0.2
COc1ccccc1N1CCN(c2ncnc3sc(C(=O)Nc4cccc(Cl)c4)c(C)c23)CC1
→ -0.1	7	-11	-0.1
Cc1ccc(-c2nc3ccccc3[nH]2)cc1N
→ 0.2	8	-26	-10
CCC(C)(C)C(=O)Nc1ccc(S(=O)(=O)N2CCCC2)cc1
→ -0.2	1	-10	-0.3
Cc1ccc(-c2cc(C(F)(F)F)n3nc(C(=O)N4CCC(C)CC4)cc3n2)cc1
→ 0.0	14	2	-1.2
Cc1ccc(-c2nc(C(=O)NCCN3CCCC3)c3n2CCCCC3)cc1
→ 0.0	14	5	0.7
CCOC(=O)C1CCCN(C(=O)/C=C/c2cccc([N+](=O)[O-])c2)C1 (centres undefined)
→ -0.1	10	1	-0.8
COc1ccc(C(=O)c2ccc(N3CCN(C)CC3)c(F)c2)cc1Br
→ -0.2	2	-25	0.4

Whole records, quoted from the list:
Shown for `CCOC(=O)C1CCCN(C(=O)/C=C/c2cccc([N+](=O)[O-])c2)C1` (centres undefined) → FBW7 activator = -0.1; MITF primary = 10; TEAD-YAP inh = 1; GPR151 activ = -0.8
Shown for `Cc1nn(C)cc1CN(C)C(Cc1ccccc1F)C1CCN(C(=O)c2ccccn2)CC1` (centres undefined) → FBW7 activator = 0.0; MITF primary = -12; TEAD-YAP inh = 1; GPR151 activ = -0.4

(cont.)
Order of results: FBW7 activator	MITF primary	TEAD-YAP inh	GPR151 activ
CC(=O)Nc1ccc(NCc2c(C#N)c3ccccc3n2C)cc1
→ -0.2	-5	3	0.2
COc1cc2c(cc1OC)C(c1cccs1)N(C(=O)C(C)C)CC2 (centres undefined)
→ -0.1	-1	-5	-0.2
CC(=O)Nc1cccc(-c2csc(Nc3ccc(C(C)=O)cc3)n2)c1
→ -0.1	-12	-37	-0.9
CCOC(=O)c1c(NC(=O)CSc2nnc(CNC(=O)c3ccc(C)c([N+](=O)[O-])c3)n2CCc2ccccc2)sc2c1CCC2
→ 0.1	14	6	-1.2
O=[N+]([O-])c1ccc(N2CCCC2)cc1NCCO
→ 0.0	14	1	1.2
O=C(CSc1nnc2ncccn12)c1ccccc1
→ 0.1	8	0	-1.5
N#Cc1c(NC(=O)C2CC(c3ccccc3O)=NO2)sc2c1CCC2 (centres undefined)
→ 0.1	-1	1	0.1
O=C1NN(S(=O)(=O)c2ccc(Cl)cc2)C2Cc3ccccc3C12 (centres undefined)
→ 0.0	-1	1	-2.7
Cc1c(CC(=O)O)c(=O)oc2cc(OCC(=O)O)ccc12
→ 0.3	8	-5	0.4
Cc1c(C(=O)N(Cc2ccccc2)C2CCS(=O)(=O)C2)oc2ccccc12 (centres undefined)
→ 0.1	-3	3	-0.6
COc1ccc(-c2nc3n(n2)C(c2ccc(OC)c(OC)c2)C(C(N)=O)=C(C)N3)cc1 (centres undefined)
→ 0.1	-7	-13	-1.4
COc1ccc(NC(=O)CCNS(=O)(=O)c2ccc3[nH]c(=O)ccc3c2)cc1Cl
→ 0.1	-19	-4	0.2
Cc1ccnc(NC(=O)Cn2cnc3c2c(=O)n(C)c(=O)n3C)n1
→ 0.0	1	-9	-1.7
Cc1[nH]c2ccccc2c1CCNC(=O)COc1ccc(F)cc1
→ -0.1	3	-2	0.8
COC(=O)c1ccccc1C(=O)c1cccc2ccccc12
→ -0.2	-3	1	10*
COc1ccc2oc(=O)c(-c3csc(Nc4ccc(C(C)=O)cc4)n3)cc2c1
→ 0.4	20	-18	1.0
Cc1ccc(/C=C/C(=O)O)cc1S(=O)(=O)N1CCOCC1
→ 0.1	-5	5	1.7
Cc1ccc(C(=O)Nc2ccc3oc(-c4ccc(Cl)cc4Cl)nc3c2)cc1[N+](=O)[O-]
→ -0.1	4	-2	0.6
CCCCC(=O)N(c1ccc(C)cc1)C1C=CS(=O)(=O)C1 (centres undefined)
→ -0.2	2	-5	-1.9
N#CC1=C(N)N2CCSC2=NC1(C(F)(F)F)C(F)(F)F
→ 0.1	4	-9	3.8
CCCNc1ncnc2c1cnn2-c1cc(Cl)ccc1C
→ -0.1	-4	-10	0.0
CC(C)(C)c1ccc(C(=O)Nc2ccc3oc(-c4ccc(Cl)c(Cl)c4)nc3c2)cc1
→ 0.1	14	-2	0.1
CC(=O)C1=C(NC(=O)/C=C/c2ccccc2)CC2C1C2(C)C (centres undefined)
→ -0.1	-5	-16	0.5
Cc1ccc(S(=O)(=O)NCc2cccnc2)s1
→ 0.1	13	7	-0.8
Cc1cc(NC(=O)c2ccc(Oc3ccc([N+](=O)[O-])cc3)cc2)no1
→ 0.6	9	3	-2.5
COCCn1nnnc1C(c1ccccn1)N1CCN(C2CCCCC2)CC1 (centres undefined)
→ 0.7	5	18	1.8
Nc1cccc2[nH]c(-c3ccccc3)nc12
→ 0.1	8	-14	3.5
CCOC(=O)c1c(NC(=O)C(OC(C)=O)C(OC(C)=O)C(COC(C)=O)OC(C)=O)sc2c1CCC2 (centres undefined)
→ 0.1	-3	1	0.5
Cc1onc(-c2ccccc2)c1C(=O)NC(C)CCc1ccccc1 (centres undefined)
→ 0.0	-12	6	-0.7
Cc1cc(C)c2oc(-c3ccc(C)c(NC(=O)c4oc5ccccc5c4C)c3)nc2c1
→ 0.0	2	5	-0.8
O=C(O)c1ccccc1C(=O)NNc1ccc([N+](=O)[O-])cc1
→ -0.1	-1	-24	-0.8
COc1ccc(-c2csc(C)n2)cc1OC
→ -0.1	6	-17	0.1
O=C(CCc1ccncc1)N1CCC(CO)(CCc2ccccc2)CC1
→ -0.1	1	3	0.3
Nc1cccc(-c2nc3ncnc(NCc4ccccc4)c3[nH]2)c1
→ 0.1	15	1	-0.8
CCCCC(O)(CCCC)C(=O)NN(Cc1ccccc1)Cc1ccccc1
→ 0.4	11	3	0.0
Cc1ccccc1-c1nnn(CC(=O)Nc2cccc(C)c2C)n1
→ 0.3	-11	-14	1.7
O=C1CCc2ccc(OCc3ccccc3F)cc21
→ 0.9	12	-29	-3.1
COc1cc(-c2nc(-c3ccccc3)c(-c3ccc(F)cc3)[nH]2)cc2c1OCO2
→ 0.0	13	4	-1.6
Cc1ccc(C(c2nnnn2CC2CCCO2)N2CCN(C3CCCC3)CC2)cc1 (centres undefined)
→ 0.2	-4	-2	-0.2
COc1ccc(C(=O)Nc2cc(C)c3c(=O)oc4ccccc4c3n2)cc1OC
→ 1.0	23	0	-0.3
CC(=O)C1=C(C)NC(SCc2ccccc2)=C(C#N)C1c1cccc([N+](=O)[O-])c1 (centres undefined)
→ 0.1	-25	-4	1.2
COc1cc(OC)c2c(c1)oc(=O)c1ccccc12
→ -0.3	-6	5	2.6
COc1ccccc1Nc1nncc(=O)[nH]1
→ 0.2	1	7	-0.3
CN1c2ccccc2C(C)(C)C12C=Cc1cc(C(=O)c3ccccc3)ccc1O2 (centres undefined)
→ -0.1	-4	29	0.2
CC(NC(=O)CCCn1ncn2c(cc3occc32)c1=O)c1ccc2c(c1)OCCO2 (centres undefined)
→ 0.8	5	1	-0.4
Cc1cc(-c2nnc(CCC(=O)NCCCOC(C)C)o2)c(C)o1
→ -0.1	-10	-3	1.1
CC(C)(C)C1CCc2c(sc(NC(=O)c3ccccc3F)c2C(=O)N2CCCCC2)C1 (centres undefined)
→ 0.0	10	6	-0.9
c1ccc(N=c2oc3ccc4ccccc4c3cc2-c2nc3ccccc3[nH]2)cc1
→ -0.1	-7	-5	1.6
COc1cc(Br)cc(/C=C2/NC(=S)NC2=O)c1O
→ 0.1	3	9	-0.1
CC1CN(C(=O)c2ccccc2)CCC1(O)c1ccccc1 (centres undefined)
→ 0.2	15	-5	-0.5
C=CCn1c(=O)c2ccccc2n2c(SCC(=O)Nc3sccc3C#N)nnc12
→ -0.1	-7	0	-0.3
COC(=O)CCS(=O)(=O)c1ccc(C)cc1
→ 0.0	5	10	1.4
O=C(NCCOc1cccc2ccccc12)c1ccc2ccccc2n1
→ 0.6	6	2	3.1
N#Cc1ccc(C(=O)OC2CCCC2)cc1
→ -0.1	-3	1	0.5
CCOC(CCn1c(SCC(=O)Nc2cc(C)on2)nc2ccccc2c1=O)OCC
→ -0.1	4	7	-1.0
O=C(CN(c1ccc(F)cc1)S(=O)(=O)c1ccccc1)N1CCCCCC1
→ 0.0	5	2	2.0
OCCN1CCN(Cc2ccc(-c3ccccc3)cc2)CC1
→ -0.1	61*	-6	0.6
CC(Oc1ccccc1)C(=O)NCc1cc(-c2ccc3c(c2)OCO3)on1 (centres undefined)
→ 0.2	4	-1	-0.4
Cc1cc(NCCN2CCOCC2)nc(Nc2nccc3ccccc23)n1
→ 0.1	20	10	0.6
CC[C@H](C)[C@H](NC(N)=O)C(=O)Nc1ccc(OC)c(Cl)c1
→ 0.0	-6	-1	-1.7

(more compounds)
Order of results: FBW7 activator	MITF primary	TEAD-YAP inh	GPR151 activ
Cc1ccc(Cc2c(C)nc3nc(SCc4ccccc4Cl)nn3c2C)cc1
→ 0.1	-7	2	1.7
CCOc1ccc(NC(=O)CN2CCN(S(=O)(=O)c3ccc(F)cc3)CC2)cc1
→ 0.1	15	2	-0.7
COc1cc(/C=N/NC(=O)C(C)Nc2ccc(C)cc2)cc(Br)c1O (centres undefined)
→ 0.0	17	17	0.8
Cc1ccc(CC2(Cc3ccc(C)cc3)C(=O)OC(C)(C)OC2=O)cc1
→ 0.4	9	4	0.8
COc1cc(NC(=O)COc2ccc(C)c(C)c2)c(OC)cc1Cl
→ 0.0	-9	-12	1.2
COc1ccccc1OCc1cc(C(=O)N2CCC(Oc3ccccc3C)CC2)no1
→ 0.6	3	-43	-0.3
CN(Cc1ccccc1)C(=O)CCNS(=O)(=O)c1cc(Br)cnc1N
→ -0.1	8	2	0.6
Cc1nc(NCc2cccc(-c3ccco3)c2)sc1-c1ccn(C2CCOC2)n1 (centres undefined)
→ 0.2	7	-2	-1.4
O=C(NCc1ccccc1)C(=O)N/N=C/c1ccc(Br)cc1
→ 0.0	4	-4	-0.5
CCOC(=O)C1=C(N)N(c2ccc(Cl)cc2)C2=C(C(=O)CC(C)(C)C2)C1c1ccc(F)cc1 (centres undefined)
→ 0.0	5	14	0.2
CCOC(=O)COc1cc2c3c(c(=O)oc2cc1C)CCCC3
→ -0.2	-2	11	1.8
COc1ccc(C2CC(c3ccc(OC)c(OC)c3)n3nc(N)nc3N2)cc1 (centres undefined)
→ -0.1	-9	3	0.4
COc1ccc(C2=CC(c3ccc(Cl)cc3)n3c(nc4ccccc43)N2)cc1 (centres undefined)
→ -0.1	-9	-10	-1.4
O=C(CCC1=NS(=O)(=O)c2ccccc2N1)Nc1ccc(Oc2ccccc2)cc1
→ 0.0	13	6	1.4
Cc1cc(C)nc(N/N=C/c2cn(-c3ccccc3)nc2-c2cccnc2)n1
→ -0.1	6	15	-2.2
CC(C)(C)OC(=O)NCC(=O)N1CCC(C(=O)Nc2ccc3[nH]ncc3c2)C1 (centres undefined)
→ 0.1	10	-5	0.8
COc1cc(-c2cn[nH]c2)ccc1C(=O)NC1COc2ccccc2C1 (centres undefined)
→ -0.1	-2	-22	1.6
O=C(NCc1ccc2c(c1)OCO2)c1ccc2c(=O)n(CCc3ccccc3)c(=O)[nH]c2c1
→ 0.1	8	1	-0.9
Cc1ccc(-c2cn(-c3ccc(F)cc3)c(=S)[nH]2)cc1
→ 0.1	20	-31	-0.8
CCOC(=O)c1ccc(NC(=O)Nc2ccccc2I)cc1
→ 0.1	20	-31	-0.2
COCCNc1ncc(-c2ccc(F)cc2)cn1
→ -0.1	0	-53	-2.9
CCOC(=O)c1ccccc1NC(=O)CC12CC3CC(CC(Br)(C3)C1)C2
→ 0.0	7	-5	-0.1

Some entries already given, limited to MITF primary, FBW7 activator and TEAD-YAP inh.
Compound	MITF primary	FBW7 activator	TEAD-YAP inh
CC[C@H](C)[C@H](NC(N)=O)C(=O)Nc1ccc(OC)c(Cl)c1	-6	0.0	-1
Cc1ccc(CC2(Cc3ccc(C)cc3)C(=O)OC(C)(C)OC2=O)cc1	9	0.4	4
COc1cc(/C=N/NC(=O)C(C)Nc2ccc(C)cc2)cc(Br)c1O (centres undefined)	17	0.0	17
COCCn1nnnc1C(c1ccccn1)N1CCN(C2CCCCC2)CC1 (centres undefined)	5	0.7	18
